XBP1 UPR activ – adaptive UPR (XBP1) activation; CHO-XBP1 luciferase reporter, IRE1-XBP1 UPR activation, luminescence; percent of tunicamycin response, DMSO as zero; activation, % at 20 µM; hit rate 0.33% among 330,000;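 active = versus positive control, 20 µM dose yields 30% or more activation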;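 also: 100% = tunicamycin at 10 µg/mL and 0% = DMSO only wells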
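incubation = overnight seeding at 37 °C, 6 h compound treatment at 37 °C | assay system = CHO-XBP1 cells stably carrying IRE1-XBP1-driven luciferase reporter | input = 1000 cells per well | detection = luciferase luminescence | dosing = single point, 20 µM final compound, 1% DMSO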
APJ antag – blocks the human apelin receptor APJ; P35414; hit rate 0.32% among 330,000; CHO-K1 APJ beta-arrestin complementation, luminescence; inhibition, % at 20 µM; AID 2521;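 active = inhibition above about 40% at 20 µM, limit read from the data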;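 also: cells challenged with 10 nM apelin-13 agonist together with compound; plate controls were apelin-13 plus DMSO wells for no effect and DMSO wells lacking apelin-13 for full effect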
APJ ag – agonists of human APJ apelin receptor | P35414 | CHO-K1 APJ PathHunter beta-arrestin, luminescence; 0% DMSO wells, 100% apelin | activation, % at 20 µM | hit rate 0.11% among 330,000 | AID 2520;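 active = activation more than six SD over the plate average, tested at 20 µM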;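 also: 0% = DMSO alone and 100% = apelin-13 at 10 nM; some results filed as inactive read as strong as hits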
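Test system: CHO-K1 APJ beta-arrestin complementation cell line | Compound: Single test compound dose, 20 µM final, 1% DMSO | Incubation: Compound 90 min 25 °C, reagent 1 h | Measured by: beta-gal luminescence | Read-out basis: APJ–arrestin association signal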
EBI2 block – blocks human EBI2 receptor beta-arrestin signaling. P32249. EBI2 beta-arrestin recruitment, luminescence, 7a,25-OHC stimulated. inhibition, % at 5 µM. hit rate 0.81% among 360,000. AID 651636; in the data active = inhibition above about 38%;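 also: enzyme fragment complementation signal reports receptor beta-arrestin coupling in cells; 0% = agonist plus DMSO wells and 100% = wells without agonist; some results beyond the cut were filed as inactive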
Target sequence (P32249 whole entry, looked up, the tested form may be a part): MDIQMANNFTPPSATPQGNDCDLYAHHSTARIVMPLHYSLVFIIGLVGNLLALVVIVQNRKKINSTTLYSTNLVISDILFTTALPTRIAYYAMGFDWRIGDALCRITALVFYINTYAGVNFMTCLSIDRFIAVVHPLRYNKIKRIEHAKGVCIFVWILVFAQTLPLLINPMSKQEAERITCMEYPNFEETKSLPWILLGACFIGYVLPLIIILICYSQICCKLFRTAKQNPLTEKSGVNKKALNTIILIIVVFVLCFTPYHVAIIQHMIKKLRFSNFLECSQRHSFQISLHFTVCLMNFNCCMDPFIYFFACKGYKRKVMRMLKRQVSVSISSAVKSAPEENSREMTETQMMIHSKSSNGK
CCR6 antagonist – CCR6 (human) receptor antagonism. P51684. CHO-K1 CCR6 PathHunter beta-arrestin, luminescence, CCL20-stimulated. inhibition, % at 20 µM. hit rate 0.49% among 340,000. AID 493098;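 active = compounds whose inhibition of the agonist-driven luminescence signal at 20 µM reaches about 50%, limit read from the data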;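 also: cells stimulated with CCL20 at 14 nM final; plate controls were DMSO with CCL20 for no effect and DMSO without agonist for full effect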
Target sequence (P51684 whole entry, looked up): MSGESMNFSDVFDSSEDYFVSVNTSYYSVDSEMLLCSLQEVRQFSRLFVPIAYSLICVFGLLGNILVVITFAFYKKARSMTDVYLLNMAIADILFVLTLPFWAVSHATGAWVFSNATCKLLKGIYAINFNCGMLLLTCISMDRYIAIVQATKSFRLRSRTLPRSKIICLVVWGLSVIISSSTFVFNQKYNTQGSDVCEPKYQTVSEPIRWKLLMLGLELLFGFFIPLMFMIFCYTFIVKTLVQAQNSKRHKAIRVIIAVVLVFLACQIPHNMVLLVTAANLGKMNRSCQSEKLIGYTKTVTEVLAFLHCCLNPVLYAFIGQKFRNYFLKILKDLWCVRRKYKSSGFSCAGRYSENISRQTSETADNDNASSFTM
CXCR6 inh – CXCR6 (human) receptor inhibition; CHO-K1 PathHunter CXCR6 beta-arrestin, luminescence; O00574; inhibition, % at 20 µM; AID 602244; hit rate 0.36% among 360,000; in the data active = inhibition above about 34%, passing the limit was not always enough;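 also: antagonist mode with CXCL16 agonist at 10 nM final; 0% = 10 nM CXCL16 with DMSO and 100% = unstimulated wells without agonist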
Target sequence (O00574 whole entry, looked up): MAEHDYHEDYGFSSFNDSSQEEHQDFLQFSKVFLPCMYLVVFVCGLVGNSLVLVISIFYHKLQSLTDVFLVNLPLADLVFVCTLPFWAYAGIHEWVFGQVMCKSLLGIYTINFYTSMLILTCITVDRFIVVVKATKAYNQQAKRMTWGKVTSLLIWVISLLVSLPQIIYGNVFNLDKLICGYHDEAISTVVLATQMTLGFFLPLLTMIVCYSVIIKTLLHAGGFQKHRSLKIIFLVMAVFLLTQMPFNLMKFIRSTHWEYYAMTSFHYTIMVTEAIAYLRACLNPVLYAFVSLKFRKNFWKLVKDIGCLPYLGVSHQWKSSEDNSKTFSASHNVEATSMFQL
Mdm2 MdmX PPI – human Mdm2/MdmX binding inhibition; O15151+Q00987; SaOS-2 split-luciferase Mdm2/MdmX complementation, luminescence; inhibition, % at 8 µM; hit rate 3% among 330,000;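 active = inhibition of at least 50% at 8 µM in the primary screen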
tim23-1 inh – inhibits growth of tim23-1 mutant yeast; S. cerevisiae tim23-1 growth, BacTiter-Glo luminescence, 24 h; inhibition, % at 20 µM; hit rate 1.3% among 330,000; AID 463212;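 active = growth inhibition of the mutant yeast at or above 50%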;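 also: temperature-sensitive mutant grown at 25 °C; plate controls were DMSO-treated mutant yeast for no effect and medium wells lacking yeast for full effect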
UPR CHOP act – apoptotic UPR (CHOP) activation; CHO-CHOP luciferase reporter, luminescence; percent of tunicamycin response over DMSO baseline; activation, % at 10 µM; hit rate 0.34% among 330,000; AID 449763;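 active = at 10 µM dose, activation of 40% or more, normalized to positive control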;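 also: 100% = tunicamycin at 10 µg/mL and 0% = DMSO alone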
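Test system: CHO-CHOP cells, stable luciferase reporter of PERK-eIF2a-CHOP signalling | Quantity: 500 CHO-CHOP cells per well | Buffer or medium: F12 plus 10% serum | Compound dosing: 10 µM single point, 0.5% DMSO | Schedule: 6 h compound treatment, 37 °C | Signal: Luciferase luminescence | Control set: Tunicamycin high control, DMSO low control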
Active calls of the source: *; / = not tested or not shown. The list is partial. The share of hits here may be higher or lower than overall.

SMILES	XBP1 UPR activ	APJ antag	APJ ag	EBI2 block	CCR6 antagonist	CXCR6 inh	Mdm2 MdmX PPI	tim23-1 inh	UPR CHOP act
COC(=O)C1CN(C(=O)COc2ccccc2C)c2ccccc2O1 (configuration not stated)	0	12	-3	6	17	6	-1	27	1.0
CCC(C)(C)n1nnnc1CN(Cc1cc2cc(OC)ccc2[nH]c1=O)C1CCCC1	1	8	-1	9	5	2	-9	15	0.4
Cc1ccc(N2C(=O)CC2(C#N)c2ccc(OCc3ccccc3)cc2)cc1 (configuration not stated)	0	9	-3	10	9	3	11	9	-2.2
Cc1nn(C)c(C)c1S(=O)(=O)NCCc1ccc(Cl)cc1	1	1	1	-2	2	4	3	-14	-0.6
COc1cc(CNCCO)cc(Cl)c1OCc1ccc(Cl)cc1Cl	63*	-4	2	-20	37	-7	51*	-8	2.3
CC(C)CC(=O)Nc1cc2nn(-c3ccccc3)nc2cc1Cl	0	7	4	2	-6	-4	-4	-26	2.6
NC1=NC[C@H](c2ccccc2)N1CCc1cc(C(F)(F)F)cc(C(F)(F)F)c1	2	20	-3	-5	4	-1	80*	-23	2.3
Cc1ccc(/C=C2\Oc3cc(OCC(=O)NN)ccc3C2=O)o1	-1	17	0	7	8	-6	6	28	-0.4
COc1ccc2oc(=O)c(C(=O)N3CCN(c4ccc(F)cc4)CC3)cc2c1	-5	-15	-5	-4	16	-3	7	19	-1.9
NC(=O)CC1C(=O)N(c2ccc(Cl)cc2)C(=S)N1NC(=O)c1cccc(F)c1 (configuration not stated)	0	7	-4	-5	8	-19	-25	-3	1.1
O=C(CN1C(=O)c2cccc3cccc1c23)Nc1ccccc1	-2	-14	-1	12	0	3	26	1	-0.2
Cc1ccc(C(=O)Nc2ccccc2)cc1S(=O)(=O)Nc1ccc(Cl)cn1	-1	1	0	-14	8	2	10	3	3.4
CCn1c(=O)c(C(=O)Nc2ccsc2C(=O)OC)c(O)c2ccccc21	2	-41	-2	/	/	/	-19	9	2.7
COc1ccccc1NC(=O)NC1(C(=O)N2CCN(C)CC2)CCCCC1	2	6	-2	-2	9	-5	2	18	0.5
O=C(Oc1ccc(Br)cc1C(=S)N1CCOCC1)c1ccc(F)cc1	-1	9	-11	8	29	11	6	47	-0.3
CC(=O)Nc1ccccc1C(=O)C(=O)Nc1cccc(C(=O)NCc2ccc(C)cc2)c1	-4	7	-3	/	/	/	12	3	0.3
COc1ccc2c(c1)c(CC(=O)OCC(=O)N(C)C)c(C)n2C(=O)c1ccc(Cl)cc1	-5	-2	1	4	17	6	9	27	0.9
COc1cc(NC(=S)NCCc2ccccc2)c(OC)cc1NC(=O)C(C)C	-4	-17	-1	1	13	4	-16	30	0.4
Cc1cc(OCCN2CCCC2)ccc1[N+](=O)[O-]	0	13	-2	2	6	-1	20	-5	0.1
Cc1cccc(OCCCC(=O)Nc2ccc(S(N)(=O)=O)cc2)c1	3	-2	-4	-3	5	4	2	-4	-1.0
O=C(CSc1ccc(-c2ccco2)nn1)NCCc1ccccc1	-2	-3	-5	11	8	1	-5	14	-0.6
OCC1(Cc2cccc(F)c2)CCN(Cc2ccc3cccc(F)c3n2)CC1	0	-3	-5	2	10	-9	14	15	-2.4
Cn1cnc2cc(OC(=O)c3ccccc3)ccc21	5	14	-2	-14	20	5	2	5	3.5
O=C(COc1ccccc1[N+](=O)[O-])OCCCOC(=O)COc1ccccc1[N+](=O)[O-]	1	0	10	-5	11	1	12	10	0.5
Cc1c(C(=O)N2CCCCC2)c(S(=O)(=O)N2CCc3ccccc32)c(C)n1C	-2	12	0	-1	13	-5	25	11	-1.7
O=C(COC(=O)c1ccccn1)NCCc1ccc(Cl)cc1	1	4	-3	-21	2	1	15	2	1.3
Cc1nc2nc(Cc3ccccc3)nn2c(C)c1Cl	1	-4	-2	-11	-7	0	0	23	-1.3
CS(=O)(=O)NN1C(=O)c2ccccc2NC1c1ccccc1F (configuration not stated)	-3	15	-4	-2	6	0	35	4	-1.9
COc1ccc2c(c1)C(C)=CC(C)(C)N2C(=O)C(C)N1C(=O)c2ccccc2C1=O (configuration not stated)	-3	20	-2	7	1	14	6	38	-1.1
CC(C)Oc1cccc(C(=O)N/N=C/c2ccoc2)c1	-3	7	0	-34	6	-1	11	3	5.4
CN1CCCN(S(=O)(=O)c2cccc(Cl)c2Cl)CC1	-1	-14	-3	0	-2	-5	-5	-6	-2.3
CCOCCCN1CC(=O)N2[C@@H](Cc3c([nH]c4ccccc34)C2(C)C)C1=O	0	4	-4	1	-4	5	7	25	0.2
CC(C)CC1(C(=O)O)NC(c2ccccc2O)C2C(=O)N(C(C)C)C(=O)C21 (configuration not stated)	-1	1	0	-2	-10	2	2	-9	2.8
CCN(CC(=O)Nc1ccccc1OC)C(=O)CCc1ccccc1	1	1	-2	2	11	-15	4	21	2.3
Cc1ccc(-c2nn(CC(=O)NC(C)c3ccccc3)c(=O)c3ccccc23)cc1 (configuration not stated)	2	12	-8	16	7	5	42	-1	-0.4
CN(Cc1ccco1)c1ncnc2ccc(-c3ccc4c(c3)OCO4)cc12	0	5	-2	16	3	3	42	51*	-0.3
CCN1C(=O)C2C(C1=O)N1C(c3cccs3)C3C(=O)N(CC)C(=O)C3N1C2c1cccs1 (configuration not stated)	-6	-19	-1	-1	3	-4	15	6	0.0
COc1ccc(N2CCc3c(C)nc4c(OC)cc(OC)cc4c32)c(OC)c1	-2	16	-5	6	17	6	40	1	-0.6
Cc1cccc(C2c3[nH]c4ccccc4c3CCN2C(=O)c2cc(CC(C)C)nc(C)n2)n1 (configuration not stated)	-3	10	-2	9	-2	10	-23	22	-0.2
Cc1cc(-n2cccn2)ccc1CN1CCN(CC(C)C)C(CCO)C1 (configuration not stated)	-2	-22	0	-6	16	3	10	4	-0.3
CC(O/N=C(\N)c1ccccc1)C(=O)Nc1cccc(C(F)(F)F)c1 (configuration not stated)	-2	13	0	-4	-3	1	-19	5	2.1
COc1ccc(C(C)=O)cc1CN1C(=O)C(C)N(c2ccc(C)cc2)C1=O (configuration not stated)	-1	-4	-3	-1	-25	3	5	18	2.8
COc1ccc(NC(=O)c2ccc(Cl)c(NC(=O)c3ccncc3)c2)cc1	-2	-2	-2	/	/	/	-13	-2	-0.4
CC(=O)Nc1ccc(S(=O)(=O)Nn2cnnc2)cc1	1	-11	-4	-11	6	5	-9	16	-2.2
CC(=O)c1c(C)[nH]c(C(=O)OCc2ccc(Br)cc2)c1C	3	-4	1	-8	8	-8	9	11	4.3
CCN(CC)c1ccc(C(=O)OCC(=O)NC2CCCCC2C)cc1 (configuration not stated)	0	23	-1	-1	-1	5	22	13	-0.2
CC1CN(c2ccc(C(F)(F)F)cc2[N+](=O)[O-])CCN1S(C)(=O)=O (configuration not stated)	2	-28	-2	-8	10	11	4	1	-0.1
COc1ccc(-c2csc(NC(=O)CN3C(=O)C4CC=CCC4C3=O)n2)cc1 (configuration not stated)	0	-5	-2	8	2	-7	27	-2	-1.0
Cc1ccc(NC(=O)CSc2nnc(NC(=O)C3CC3)s2)cc1C	4	5	-3	-13	9	4	14	-1	1.1
CC(C)(C)CN1CCNC(=O)C1CC(=O)NCCc1ccccc1F (configuration not stated)	-2	-1	-1	-16	12	-8	4	26	-2.8
O=C1CN(C(=O)CCN2CCOCC2)C(c2ccccc2)c2cc(Br)ccc2N1 (configuration not stated)	5	11	-3	-13	-7	0	13	-6	-1.1
COC(=O)c1ccc(-n2cnc3ccccc32)nc1	4	-3	-3	-4	10	4	-32	-5	0.5
O=C(Nc1ccc2c(c1)OCCO2)C1CCCN(S(=O)(=O)c2cccnc2)C1 (configuration not stated)	-4	-45	-3	2	5	-6	7	13	0.5
CCOC(=O)c1c(NC(=O)c2cc(-c3cccc(O)c3)on2)sc(C(C)=O)c1C	-1	5	-3	12	1	8	75*	9	2.2
C=CCNC(=O)c1c(N)n(-c2ccc3c(c2)OCO3)c2nc3ccccc3nc12	20	-8	-1	7	9	-10	42	11	11
O=c1[nH]cnc2c1C(c1ccccc1)c1c(nc[nH]c1=O)O2	-5	13	-2	-1	6	-7	-1	11	1.4
CCCC1(CCC)NC(=O)N(CC(=O)N2CCc3ccccc32)C1=O	-4	-4	-2	5	-6	1	4	-7	-1.7
Cc1cc2c(cc(C(=O)NCc3cccnc3)n2Cc2ccc(Cl)cc2)o1	-1	-5	1	4	7	16	8	23	2.4
O=C(CSc1ccc(C(F)(F)F)cc1[N+](=O)[O-])NCCOc1ccccc1	-2	22	-1	3	0	0	21	5	-0.4
O=C(CSc1nc2scc(-c3ccccc3)c2c(=O)[nH]1)NCCc1ccccc1	-4	0	-1	0	5	-16	32	-14	0.3
More compounds.
SMILES	XBP1 UPR activ	APJ antag	APJ ag	EBI2 block	CCR6 antagonist	CXCR6 inh	Mdm2 MdmX PPI	tim23-1 inh	UPR CHOP act
CCn1c(COc2cccc(OC)c2)nnc1SCC(=O)Nc1cccc(OC)c1	0	-2	-3	9	5	-2	20	11	-2.2
C=CCNC(=S)NNC(=O)c1cccn(Cc2ccc(Cl)cc2Cl)c1=O	-2	3	0	13	-15	15	19	12	-0.8
C/C(=N\NC(=S)NC(C)C)c1ccccc1	3	-13	-3	-2	17	8	2	20	2.2
CCOC(=O)N1CCC(N2CCN(S(=O)(=O)c3ccc(C)cc3)CC2)CC1	-2	-10	-4	-2	-8	-6	3	20	-1.3
COc1ccc(NC(=O)/C(C#N)=C\c2ccc(OCc3ccc(C(=O)O)cc3)c(OC)c2)cc1	0	0	0	20	8	8	-10	7	3.0
Cc1ccccc1C(=O)N1CCN(c2ccc(NC(=O)c3cccc(OC(C)C)c3)cc2)CC1	-6	-25	10	10	14	1	53*	0	-0.2
O=C1NC(=O)C(=C2CCCCCC2)S1	3	-6	-5	-2	2	6	13	7	0.8
COc1ccc(-c2cc(C(=O)NCC(c3ccccc3)N(C)C)c3ccccc3n2)cc1OC (configuration not stated)	4	7	-1	4	9	11	-12	9	2.2
CCOc1cc(NC(=S)NCCCN2CCOCC2)c(OCC)cc1NC(=O)c1ccc(C)cc1	-1	-11	-3	18	-7	4	10	21	0.5
O=C(O)CSCNC(=O)CC12CC3CC(CC(C3)C1)C2	1	2	-4	-6	4	-6	2	-2	-0.5
CSc1nc(-c2ccco2)nn1C(=O)c1ccccc1	4	10	0	3	-9	-3	19	15	-1.6

Reprinted at random: three compounds from above
SMILES	XBP1 UPR activ	APJ antag	APJ ag	EBI2 block	CCR6 antagonist	CXCR6 inh	Mdm2 MdmX PPI	tim23-1 inh	UPR CHOP act
COc1ccc(NC(=O)c2ccc(Cl)c(NC(=O)c3ccncc3)c2)cc1	-2	-2	-2	/	/	/	-13	-2	-0.4
CC(=O)c1c(C)[nH]c(C(=O)OCc2ccc(Br)cc2)c1C	3	-4	1	-8	8	-8	9	11	4.3
CCOCCCN1CC(=O)N2[C@@H](Cc3c([nH]c4ccccc34)C2(C)C)C1=O	0	4	-4	1	-4	5	7	25	0.2

Screening results: PubChem BioAssay, Sanford-Burnham Center for Chemical Genomics
